E-sel inducer = induces E-selectin expression in human endothelial cells. HUVEC E-selectin immunofluorescence imaging; normalized: neutral wells 0, TNF-alpha wells 100. activation, % at 7.58 µM. hit rate 0.37% among 260,000;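 active = mean E-selectin-positive cell signal at least 10% of the positive control, reached in at least 60% of replicates, without over 20% cell loss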;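 also: in these data hits start at about 27%; measured in HUVEC primary endothelial cells; signal is the percent of cells scored E-selectin positive by PE staining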
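Assay system: HUVEC, human umbilical vein endothelial cells / Amount: 3,000 HUVEC/well / Controls: TNF-alpha positive control, DMSO neutral control / Compound dosing: single concentration / Medium: EGM-2 over gelatin coat / Evaluation: percent E-selectin-positive cells / Signal: immunofluorescence imaging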
RAD54 inh = inhibitors of human RAD54 branch migration | Q92698 | RAD54 Holliday junction branch migration, FAM/BHQ fluorescence | inhibition, % at 10.4 µM | hit rate 0.14% among 360,000 | AID 602329;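 active = mean normalized replicate activity at least 40 and at least half of replicates scoring 40 or more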;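 also: 0% = median of neutral control wells and 100% = median of positive control wells; inhibitors cause a drop in the FAM fluorescence signal; in these data hits start at about 50%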
Target sequence (Q92698 whole entry, looked up): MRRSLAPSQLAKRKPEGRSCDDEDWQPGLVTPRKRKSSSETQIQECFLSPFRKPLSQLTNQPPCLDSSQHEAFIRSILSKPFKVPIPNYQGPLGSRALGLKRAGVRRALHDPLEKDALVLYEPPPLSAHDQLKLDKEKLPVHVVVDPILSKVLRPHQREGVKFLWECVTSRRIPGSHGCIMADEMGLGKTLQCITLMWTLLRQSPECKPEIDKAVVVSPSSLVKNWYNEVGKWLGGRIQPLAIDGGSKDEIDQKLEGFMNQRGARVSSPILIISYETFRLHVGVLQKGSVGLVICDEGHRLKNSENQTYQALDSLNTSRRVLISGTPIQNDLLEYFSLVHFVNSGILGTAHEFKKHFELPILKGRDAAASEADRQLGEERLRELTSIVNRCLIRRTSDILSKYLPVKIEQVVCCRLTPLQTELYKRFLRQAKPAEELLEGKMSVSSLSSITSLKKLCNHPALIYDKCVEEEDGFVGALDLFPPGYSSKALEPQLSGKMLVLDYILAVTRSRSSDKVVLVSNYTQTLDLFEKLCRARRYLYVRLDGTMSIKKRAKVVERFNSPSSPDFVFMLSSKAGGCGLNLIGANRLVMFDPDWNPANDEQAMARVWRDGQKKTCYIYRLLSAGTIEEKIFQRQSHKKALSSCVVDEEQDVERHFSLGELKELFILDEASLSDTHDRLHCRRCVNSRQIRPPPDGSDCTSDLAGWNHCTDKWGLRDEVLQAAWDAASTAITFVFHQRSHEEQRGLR
PGC1a acetyl inh = lowers PGC1a acetylation signal in U2OS cells | AlphaScreen anti-acetyl-lysine; with virally co-expressed GCN5 acetyltransferase | inhibition, % at 15.6 µM | hit rate 0.17% among 350,000;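 active = every replicate shows inhibition of at least 40%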;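 also: 0% = neutral control wells and 100% = positive control wells; some results beyond the cut were filed as inactive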
RAD52 anneal inh = inhibitors of human RAD52 DNA annealing. P43351. recombinant RAD52 DNA annealing, FRET fluorescence. inhibition, % at 18.7 µM. hit rate 0.46% among 360,000. AID 651710;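 active = every replicate showing at least 50% inhibition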
Cneo AK release = Cryptococcus neoformans lysis via adenylate kinase release; C. neoformans lysis, adenylate kinase release luminescence, 4 h; normalised: neutral wells 0, clomiphene wells 100; lysis activity, % at 15 µM; AID 651654; hit rate 0.2% among 360,000;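 active = mean lysis activity across replicates of at least 80%, whatever share of replicates individually reach that level; inactive = mean lysis activity below 80%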
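Material – Cryptococcus neoformans yeast cells · Quantity – 5 × 10^6 yeast cells/mL · Buffer or medium – YPD medium · Compound – single dose · Timing – 4 h static compound exposure, 37 °C, read 1 h post-reagent · Signal – adenylate kinase release luminescence · Read-out basis – lysis from increased AK signal · Benchmarks – Clomiphene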
miR-122 sensor = miR-122 inhibition in Huh7 cells. Huh7 miR-122 Renilla luciferase sensor, 48 h; neutral wells = 0, positive control = 100. activation (reporter increase), % at 12.5 µM. hit rate 0.3% among 340,000. AID 602342;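 active = mean replicate activation score at least 90 and every replicate individually at or above 90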;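 also: higher luciferase means less miR-122 activity so hits act as miR-122 inhibitors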
PglD DTNB = blocks C. jejuni PglD acetyltransferase activity; purified PglD enzyme, DTNB colorimetric CoA detection; inhibition, % at 12.5 µM; hit rate 0.098% among 360,000; in the data active = inhibition above about 16%, passing the limit was not always enough; also: strong numbers were not always called active
ERAP1 HTS inh = ERAP1 (human) enzyme inhibition | Q9NZ08 | recombinant ERAP1, Leu-AMC fluorescence, 60 min | inhibition, % at 10.7 µM | hit rate 0.15% among 340,000;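 active = mean replicate inhibition of at least 30%, or all replicates individually reaching that 30% level; inactive = mean below 30% and not every replicate reaching it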;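 also: 0% = neutral control wells and 100% = L-leucinethiol positive control wells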
The depositor's hits bear a star; · = not tested or not shown; [ ] = remark or other dose.

The first six compounds (preview)
SMILES	E-sel inducer	RAD54 inh	PGC1a acetyl inh	RAD52 anneal inh	Cneo AK release	miR-122 sensor	PglD DTNB	ERAP1 HTS inh
COc1cccc(C#Cc2ccc([C@H]3[C@@H](CO)N4C(=O)CN(C(=O)C5CC5)C[C@H]34)cc2)c1	0.8	·	-3	-23	·	·	·	1
Cc1ccc(C(=O)COC(=O)CNC(=O)Cc2ccccc2)cc1	·	18	2	1	3	-1	0	2
O=C(c1ccccc1)N1C[C@@H]2[C@H](c3ccccc31)[C@H](CO)N2Cc1cc(F)ccc1F	-0.5	-20	0	-3	-2	-2[16.7 µM]	0	1
COc1ccccc1NC(=O)Nc1nc(C(N)Cc2ccc(Cl)cc2)cs1 (stereo not given)	0.6	-11	-8	-20	0	-3	10	-4
COc1ccc([C@@H]2CC(=O)c3c(O)cc(O[C@@H]4OC(CO[C@@H]5OC(C)[C@H](O)[C@H](O)C5O)[C@@H](O)[C@@H](O)C4O)cc3O2)cc1O (stereo not given in full)	-2.3	10	·	2	-1	2	-1	-1
O=C(c1ccc(OCC2CCCO2)cc1)N1CCN(c2ccccc2)CC1 (stereo not given)	·	6	3	-17	9	1	-2	0

The list itself, from the first entry:
SMILES	E-sel inducer	RAD54 inh	PGC1a acetyl inh	RAD52 anneal inh	Cneo AK release	miR-122 sensor	PglD DTNB	ERAP1 HTS inh
COc1cccc(C#Cc2ccc([C@H]3[C@@H](CO)N4C(=O)CN(C(=O)C5CC5)C[C@H]34)cc2)c1	0.8	·	-3	-23	·	·	·	1
Cc1ccc(C(=O)COC(=O)CNC(=O)Cc2ccccc2)cc1	·	18	2	1	3	-1	0	2
O=C(c1ccccc1)N1C[C@@H]2[C@H](c3ccccc31)[C@H](CO)N2Cc1cc(F)ccc1F	-0.5	-20	0	-3	-2	-2[16.7 µM]	0	1
COc1ccccc1NC(=O)Nc1nc(C(N)Cc2ccc(Cl)cc2)cs1 (stereo not given)	0.6	-11	-8	-20	0	-3	10	-4
COc1ccc([C@@H]2CC(=O)c3c(O)cc(O[C@@H]4OC(CO[C@@H]5OC(C)[C@H](O)[C@H](O)C5O)[C@@H](O)[C@@H](O)C4O)cc3O2)cc1O (stereo not given in full)	-2.3	10	·	2	-1	2	-1	-1
O=C(c1ccc(OCC2CCCO2)cc1)N1CCN(c2ccccc2)CC1 (stereo not given)	·	6	3	-17	9	1	-2	0
CCC1CCCCN1CCCNC(=O)CS(=O)Cc1nc(-c2ccc(OC)c(OC)c2)oc1C (stereo not given)	·	1	-11	-11	-1	-9	0	-3
O=C(CN1C(=O)NC2(CCCC2)C1=O)Nc1ccccc1	15	4	·	-2	0	·	4	-4
CCn1c(SCC(=O)N2CCOCC2)nc(O)cc1=O	0.2	10	-7	-9	1	-5	6	6
COc1cccc(C#Cc2ccc([C@@H]3[C@@H](CO)N4C(=O)CN(C(=O)C5CC5)C[C@@H]34)cc2)c1	0.2	·	-13	-15	·	·	·	0
C=CCn1c(SCC(=O)NC2CCCCC2)nnc1-c1sc(N)nc1C	·	-9	6	·	3	-2	0	·
S=C(Nc1cccc(Cl)c1)N1CCN(Cc2ccccc2)CC1	-0.1	-2	7	-16	1	-4	-2	-1
C(=N\N1CCN(c2ccccn2)CC1)/c1ccccn1	0.1	·	-2	-15	·	-6	·	·
C[C@H](CO)N1C[C@H](C)[C@H](CN(C)S(=O)(=O)c2cn(C)cn2)Oc2ccc(NC(=O)CCN3CCOCC3)cc2C1=O	-0.1	-4	0	-22	2	-3[16.7 µM]	-1	4
COc1cc(N/C(N)=N/c2nc(C)cc(C)n2)cc(OC)c1	0.1	10	·	81*	-1	·	6	-3

Records above marked active in RAD52 anneal inh:
SMILES | PGC1a acetyl inh | RAD52 anneal inh | miR-122 sensor | PglD DTNB | ERAP1 HTS inh
COc1cc(N/C(N)=N/c2nc(C)cc(C)n2)cc(OC)c1 | · | 81* | · | 6 | -3

Additional records follow:
SMILES	E-sel inducer	RAD54 inh	PGC1a acetyl inh	RAD52 anneal inh	Cneo AK release	miR-122 sensor	PglD DTNB	ERAP1 HTS inh
Cc1ccc2nc(CCc3ccc(N)cc3)[nH]c2c1	6.8	4	-15	-12	5	0	1	1
O=C(Nc1cc(C(F)(F)F)ccc1-n1cncn1)c1ccc(Cl)cc1	·	-8	3	·	-4	-14	-3	·
O=C(NC1CC1)c1ccc2c(c1)N(Cc1ccccc1)CCS2	·	6	0	-8	-5	1	4	-9
CN(C)CCCN1c2ccccc2Sc2ccc(C(F)(F)F)cc21	-0.1	18	-17	48	4	-6	-2	18
Cc1ccc(NC(=O)CCN2CCC(C)CC2)cc1	·	-4	·	0	-3	·	3	-2
C[C@@H]1CCCCO[C@H](CN(C)C(=O)Nc2ccc(C(F)(F)F)cc2)[C@H](C)CN([C@H](C)CO)C(=O)c2cc(NC(=O)CCC(F)(F)F)ccc2O1	0.0	-7	-5	-15	0	-4[16.7 µM]	1	2
Nc1nc(CCl)nc(N(c2ccccc2)c2ccccc2)n1	0.3	12	27	-9	3	-26	5	·
O=C(CSc1cccc[n+]1[O-])Nc1ccc(Br)cc1Br	-0.2	4	-2	-7	-1	1	0	-1
CCOc1ccc(CCNC(=O)COC(=O)c2nc3nc(C)cc(C)n3n2)cc1OCC	·	-6	2	·	0	-2	2	·
Cc1cc(C)cc(NC(=O)c2ccc(NC(=O)c3ccco3)cc2)c1	0.0	-13	-12	-15	2	·	-3	2
O=c1c2c3nc4ccccc4nc3n(/N=C/c3ccccn3)c2ncn1-c1ccccc1	0.0	18	-5	-29	1	4	1	1
O=C(Nc1ccc(-c2nc3ccccc3o2)c(O)c1)c1cc(-n2cnnc2)ccc1Cl	·	4	25	·	-1	-2	-7	·
CCCC(c1nnnn1C(C)(C)C)N1CCN(c2ccccc2)CC1 (stereo not given)	·	-8	-16	-4	2	0	2	-1
CC(C)(C#N)C(C)(C)c1nn[nH]n1	·	-14	-10	-9	4	-4	1	-1
CCOc1ccc(CCNC(=O)CS(=O)Cc2nc(-c3ccc(C)cc3)oc2C)cc1 (stereo not given)	3.2	-7	-3	-26	-1	6	8	3
N#CC1=C(N)Oc2cc(N)ccc2C1C1CCCCC1 (stereo not given)	·	4	6	·	2	16	-5	·
CCOC(=O)C(C)n1nc(-c2ccccc2)c2ccccc2c1=O (stereo not given)	·	-4	-6	-5	0	3	3	-1
CC(=O)NC1(c2nnnn2CCOC(=O)Nc2ccc(Cl)cc2)CCCC1	0.4	·	-3	14	·	·	·	0
CN1CCN(c2ncc(CN3C(=O)c4ccccc4C3=O)s2)CC1	3.7	-3	-1	-4	-2	0	10	-2
CCOc1ccc(CCNC(=O)C2CCN(c3nnc(-n4cccc4)s3)CC2)cc1	0.3	-1	-14	-11	-2	2	-6	-1
COc1ccc(S(=O)(=O)Nc2cccc3c2O[C@H](CN(C)Cc2ccc(Oc4ccccc4)cc2)[C@H](C)CN([C@H](C)CO)C3=O)cc1	-0.1	2	-1	27	6	38[16.7 µM]	2	2
Cc1cc(C)c2c(CN3CCN(Cc4ccccc4)CC3)cc(=O)oc2c1	·	1	-2	-1	2	·	-1	-13
O=S(=O)(c1ccc(NC(=S)NC2CC2)cc1)N1CCOCC1	·	·	2	-2	·	-8	·	9
O=C(Cn1c(=O)n(Cc2ccco2)c(=O)c2cc(Cl)ccc21)NCC1CCCO1 (stereo not given)	·	0	5	·	0	-3	-2	·
C[C@H](CO)N1C[C@H](C)[C@H](CN(C)C(=O)CC2CC2)Oc2ncc(-c3ccc(C#N)cc3)cc2C1=O	-0.1	4	16	-10	-1	-6[16.7 µM]	-2	-2
COc1ccc(S(=O)(=O)N[C@H]2C=C[C@H](CC(=O)NCCc3ccncc3)O[C@@H]2CO)cc1	-0.4	2	0	-1	0	·	-1	-1
COc1ccc(CCN2CC(C(=O)OCc3ccccc3Cl)CC2=O)cc1OC (stereo not given)	0.3	-1	1	-2	1	-11	-2	-1
CC1CCC(C(=O)NNC(=O)c2cc(-c3ccco3)[nH]n2)CC1 (stereo not given)	·	-3	-2	-28	1	-4	-4	-1
COc1ccc(F)cc1C(=O)C1CCCN(C(=O)c2ccccc2N(C)C)C1 (stereo not given)	·	-4	2	-16	0	8	1	-1
N=c1sccn1CC(=O)Nc1cccc2ccccc12	·	-9	4	·	1	8	3	·
CCc1noc(C)c1C(=O)OCC(=O)Nc1ccc(F)cc1Cl	·	-8	-3	7	0	-3	6	0
COc1ccc(CCC(=O)OCC(=O)N(CC(C)C)c2c(N)n(Cc3ccccc3)c(=O)[nH]c2=O)cc1	-1.0	-9	-37	-9	-3	·	-1	-2
COc1cc(NC(=O)CSc2nc3ccccc3n2-c2ccccc2)c(C)cc1[N+](=O)[O-]	0.0	3	3	-2	0	-5	7	6
CCCCN1CC(COCc2ccccc2)Oc2cccc(OCCN3C(=O)[C@@H]4[C@H](C3=O)C3C=C[C@H]4C3)c2S1(=O)=O (stereo not given in full)	-0.2	0	-5	0	3	8	-5	-3
CCn1c(SC(C)C(=O)NC2CCCc3ccccc32)nnc1-c1cccs1 (stereo not given)	·	5	-17	·	4	8	-8	·
CCCCN(C)C(=O)c1c[nH]c2ccc(S(=O)(=O)N3CCOCC3)cc2c1=O	-0.9	-2	-1	-8	-2	8	1	2
COc1cc(C2=NOC(C(=O)N3CCCc4ccccc43)C2)cc(OC)c1OC (stereo not given)	·	4	-16	·	2	-6	-4	·
CCN(CC(=O)Nc1ccc(NC(C)=O)cc1)C(=O)c1ccc2c(c1)OCCO2	3.2	-10	0	-4	2	-3	-2	-2
Cc1cc(C)c(C#N)c(N2CCCC2)n1	·	-7	-6	-7	4	36	0	6
O=S(=O)(Cc1ccccc1)N1CCNCC1	0.0	-5	·	-18	-3	-5	-1	-2
Cc1ccc(Oc2nc3ccccn3c(=O)c2/C=C(\C#N)C(=O)NC2CCS(=O)(=O)C2)cc1 (stereo not given)	-0.4	·	-3	-86	·	·	·	-8
CCOC(=O)N1CCN(c2ccc(Cl)cc2)CC1	-0.1	3	10	-4	-1	-2	14	-4
O=C(CCCN1C(=O)c2ccccc2C1=O)NCc1ccc(F)cc1	0.0	-9	·	-5	0	-3	-1	0
C/C=C/CSc1nc2c(c(=O)[nH]c(=O)n2C)n1CCC	·	0	12	·	2	-4	2	·
CCc1ccc(NC(=O)CSC2=C(C#N)C(c3ccc4c(c3)OCO4)CC(=O)N2)cc1 (stereo not given)	·	6	-11	·	-7	2	-5	·
CCOC(=O)NC(=O)/C(C#N)=C\Nc1ccc(Cl)cc1Cl	·	·	-5	-12	·	3	·	11
O=C(N[C@@H]1CC[C@@H](CC(=O)N2CCC(Cc3ccccc3)CC2)O[C@H]1CO)c1cnccn1	-0.5	-2	2	-13	2	·	0	-4
COCCCn1c(SCC(=O)O)nc2cc(OC)c(OC)cc2c1=N	·	·	3	-14	·	-4	·	5
CC(C)(O)/C=C1/Oc2ccccc2C1N1CCCCC1 (stereo not given)	·	5	0	·	2	-4	4	·
CCc1ccccc1NC(=O)c1cccc(NC(=O)/C=C/c2ccco2)c1	-0.5	-9	·	·	-6	23	-3	·
CC(=O)Nc1sc2c(c1C#N)CCN(Cc1ccccc1)C2	-0.3	-5	-2	-16	0	-3	2	3
O=C(O)/C(=C1\OC(=O)c2ccccc21)c1ccccc1	·	9	-5	·	-2	-1	2	·
COC(=O)c1ccc2c(=O)n(Cc3ccc(C(=O)NC(C)C)cc3)c(=S)[nH]c2c1	0.0	5	1	15	3	-2	1	2
Cc1cccc(C)c1N(CC(=O)NC1CCCCC1)C(=O)c1csnn1	·	-11	·	6	5	·	-1	-2
CCC(=O)N(Cc1ccc(S(N)(=O)=O)cc1)C1CC(=O)N(c2ccccc2)C1=O (stereo not given)	·	-2	10	-16	-2	-4	2	-2
CCOc1cc(S(=O)(=O)NC2CC2)c(OCC)cc1-n1cnnn1	·	7	-3	·	-1	-1	1	·
